# Source: PubChem BioAssay
# ERG Ets-DNA blk – qHTS for Small Molecule Inhibitors of the ERG Ets/DNA interaction | Transcriptional regulator ERG (Homo sapiens), P11308 | fluorescence polarization, His-ERG Ets domain / labelled DNA | Potency, µM (doses to about 76.9 µM), inactives show at the top dose FP activity, negative = inhibition, usual class: inhibitors | hit rate 0.028% among 370,000 | AID 624246, 2012; active = well fitted inhibition curve with a large enough effect in the polarisation, with a control signal flat; inconclusive = small, poorly fitted or top-dose-only effect, or effect the other way, or a change in a side signal; inactive = no such curve, though single readings can be large or run the other way; the % refers to the polarisation;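 also: polarization taken with two DNA probes labelled with fluorescein and Texas red; potency is read from the fitted curve at half-maximal effect; % of control where 0% means no effect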
# Target sequence (P11308 whole entry, looked up, the tested form may be a part): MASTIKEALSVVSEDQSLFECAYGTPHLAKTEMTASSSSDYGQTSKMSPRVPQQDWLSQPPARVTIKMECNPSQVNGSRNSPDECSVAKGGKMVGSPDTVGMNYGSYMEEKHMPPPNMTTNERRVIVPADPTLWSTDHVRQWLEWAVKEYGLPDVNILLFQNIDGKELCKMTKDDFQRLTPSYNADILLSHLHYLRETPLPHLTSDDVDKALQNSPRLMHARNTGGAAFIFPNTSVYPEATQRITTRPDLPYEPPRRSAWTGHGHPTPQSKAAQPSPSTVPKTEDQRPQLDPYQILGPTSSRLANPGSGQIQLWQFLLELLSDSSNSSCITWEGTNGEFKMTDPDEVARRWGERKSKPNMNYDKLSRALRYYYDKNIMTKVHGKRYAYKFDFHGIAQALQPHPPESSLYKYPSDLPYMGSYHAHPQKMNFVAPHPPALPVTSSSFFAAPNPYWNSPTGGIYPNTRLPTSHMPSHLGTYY
#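 His-tagged ERG Ets domain (1 uM in the protein solution; 300mM KCl, 50mM Tris-HCl, 1mM EDTA, 1mM DTT, pH 7.5) received compound, then a probe mix of 5 nM fluorescein-DNA and 100nM Texas-615-DNA. Fluorescence polarization was read for both dyes.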
# Vif-A3F inh – qHTS for Inhibitors of Vif-A3F Interactions: qHTS; HeLa A3F-eYFP + Vif (tagged APOBEC3F with the HIV-1 protein that degrades it), YFP fluorescence increase; Potency, µM (series often up to 46.1 µM), for inactives: at the highest dose activity, negative = active; hit rate 0.2% among 390,000; AID 602313, 2012; also: potency is read from the fitted curve at half-maximal effect; % of control where 0% means no effect; nearly all actives have a fitted effect of over 65% in size
#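 Fluorescence increase (Ex 488/Em 500-530) after overnight compound treatment at 37 deg C flags inhibition of Vif-driven A3F-eYFP loss in stable HeLa A3F-eYFP/Vif cells seeded overnight beforehand.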
# D2 antagonist – HTS Assay for Allosteric Antagonists of the Human D2 Dopamine Receptor: Primary Screen for Antagonists. D(2) dopamine receptor (Homo sapiens), P14416. AID 485344, 2010. inhibition, % at 10 µM. hit rate 2% among 340,000. HEK293 TREx D2 cells, calcium flux, dopamine EC80; in the data active = inhibition above about 30%; also: 0% is about no effect
#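 Read-out: kinetic calcium fluorescence (1 cycle/s) in inducible HEK293 T-REx D2 cells after an EC80 dopamine addition that followed 180 s compound preincubation. Loss of the dopamine response indicates antagonism.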
# LDHA inh – qHTS assay for inhibitors of human lactate dehydrogenase. L-lactate dehydrogenase A chain (Homo sapiens), P00338. purified LDHA, NADH/diaphorase-resazurin fluorescence; active compounds read low. activity change, % (values are at about 110 or 230 µM). hit rate 0.15% among 480,000. AID 1347041, 2019; in the data active = activity change below about -30%; inconclusive = mostly about -25% to -30%;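 also: plate controls were DMSO wells for no effect and wells without enzyme for full effect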
#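 Remaining NADH was detected by diaphorase (0.133 mg/mL) converting 37 µM resazurin to fluorescent resorufin, read at 0 and 20 minutes. The preceding 5-minute room-temperature reaction used 2 nM LDHA, 0.2 mM sodium pyruvate and 0.06 mM NADH at pH 7.4.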
# ALOX12 inh – Primary qHTS assay for inhibitors of human arachidonate 12S-lipoxygenase (ALOX12): Round 2. Polyunsaturated fatty acid lipoxygenase ALOX12 (Homo sapiens), P18054. purified 12hLO, xylenol orange hydroperoxide absorbance. Potency, µM (doses to about 108 µM), for inactives: top-dose activity change, negative = inhibition, usual class: inhibitors. hit rate 1.1% among 580,000. AID 1671190, 2021; also: potency is read from the fitted curve at half-maximal effect; % is scaled to controls: 0 for no effect and ±100 for the full control effect
#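 Purified human 12hLO at 150 nM in 25 mM Hepes, 0.01% Triton X-100, pH 7.0, preincubated 15 min at room temperature with compound. Reaction started with 40 uM arachidonic acid, 30 min at room temperature. Hydroperoxide measured by Fe-xylenol orange, 573/405 nm absorbance ratio.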
# Vif-APOBEC3G blk – qHTS for Inhibitors of Vif-A3G Interactions: qHTS. DNA dC->dU-editing enzyme APOBEC-3G (Homo sapiens), Q9HC16. HeLa A3G-eYFP + Vif (tagged APOBEC3G with the HIV-1 protein that degrades it), YFP fluorescence, overnight. Potency, µM (series often up to 46.1 µM), for inactives: top-dose activity, negative = active, hits mostly inhibitors. hit rate 0.076% among 410,000. AID 602310, 2012;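 also: potency is read from the fitted curve at half-maximal effect; % is scaled to controls: 0 for no effect and ±100 for the full control effect; nearly all actives have a fitted effect of over 60% in size; hits raise eYFP signal because A3G escapes Vif-driven loss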
# Target sequence (Q9HC16 whole entry, looked up): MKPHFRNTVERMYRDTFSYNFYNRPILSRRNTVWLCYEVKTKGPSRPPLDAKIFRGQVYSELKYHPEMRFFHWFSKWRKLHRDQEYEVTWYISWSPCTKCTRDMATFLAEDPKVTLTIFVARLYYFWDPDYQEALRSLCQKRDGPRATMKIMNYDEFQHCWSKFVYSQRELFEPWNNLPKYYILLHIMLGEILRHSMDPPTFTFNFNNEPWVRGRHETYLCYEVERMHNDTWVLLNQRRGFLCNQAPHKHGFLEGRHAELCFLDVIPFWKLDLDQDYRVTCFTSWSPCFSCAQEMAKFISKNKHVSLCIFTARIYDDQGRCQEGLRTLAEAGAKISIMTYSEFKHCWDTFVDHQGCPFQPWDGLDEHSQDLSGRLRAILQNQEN
#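 Read-out is eYFP fluorescence (Ex 488/Em 500-530) from Vif-expressing HeLa A3G-eYFP cells; more signal means A3G escaped Vif-mediated degradation. Cells plated overnight, compound pinned in, incubated overnight at 37 deg C.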
# RGS4 inhibitor – Inhibitors of Regulator of G Protein Signaling (RGS) 4: qHTS. Regulator of G-protein signaling 4 (Homo sapiens), P49798. Transcreener GDP fluorescence polarization, RGS4-accelerated GTP hydrolysis. Potency, µM (titrated, usually from 114 µM), without a hit: top-dose activity change, negative = inhibition, usual class: inhibitors. hit rate 0.039% among 390,000; also: potency is read from the fitted curve at half-maximal effect; % is scaled to controls: 0 for no effect and ±100 for the full control effect; nearly all actives have a fitted effect of over 75% in size; some results filed as inactive show a strong effect at the top dose
# Target sequence (P49798 whole entry, looked up): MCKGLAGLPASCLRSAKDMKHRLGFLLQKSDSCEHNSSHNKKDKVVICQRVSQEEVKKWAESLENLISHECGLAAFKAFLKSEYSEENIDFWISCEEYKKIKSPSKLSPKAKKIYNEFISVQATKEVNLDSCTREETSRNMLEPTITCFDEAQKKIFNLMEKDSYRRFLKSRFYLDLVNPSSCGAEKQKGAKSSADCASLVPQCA
#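 MLSMR compounds (23 nl, pin-transferred) preincubated 10 min at room temperature with a 500nM (2x) first reagent, then RGS4 at 900nM (2x) plus Transcreener GDP mix added; fluorescence polarization (620/688 nm) read before and after 90 min at 30 °C.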
# D2 agonist – HTS Assay for Allosteric Agonists of the Human D2 Dopamine Receptor: Primary Screen for Agonists | AID 485358, 2010 | hit rate 0.53% among 340,000 | D(2) dopamine receptor (Homo sapiens), P14416 | HEK293 T-REx D2 cells, calcium flux agonist mode | activation, % at 2 µM;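 active = activation over 3 SD above normal in the single-dose calcium agonist read, cut at about 30% in these data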; also: 0% is about no effect
#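 Tetracycline-induced HEK293 T-REx cells with force-coupled D2 receptor, plated overnight at 30 C, loaded with no-wash calcium dye. After a 10 s baseline, compound was pin-added and calcium flux read kinetically for 180 s; calcium rises flagged agonists.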
# Glioma ERSR ind – qHTS for Inducers of the Endoplasmic Reticulum Stress Response (ERSR) in Human Glioma: qHTS; U87-MG GRP78 promoter luciferase reporter, 16 h; Potency, µM, for the others: at the highest dose activation, most hits filed as activators; hit rate 0.02% among 420,000; also: potency is read from the fitted curve at half-maximal effect; series mostly up to about 76 µM; % of control where 0% means no effect; nearly all actives have a fitted effect of over 35% in size
#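 Stably transfected U87-MG human glioma cells carrying a GRP78-based luminescent sensor were seeded at 1000 cells/well, pin-dosed with compounds and incubated 16 h. Luciferase reagent was then added, and end-point luminescence was read after 10 min at room temperature.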
# * hit, by the source's call; u = inconclusive; x = no result given; & = joins results of further samples; [ ] = dose if it differs, or a comment. Unless noted, calls follow the shape of the dose curve; as a rule, active = well fitted curve in the direction sought with a large enough effect; inconclusive = small, poorly fitted or top-dose-only effect, or another doubt; inactive = no such curve, though single readings can be large; an effect the other way counts as inactive or inconclusive. A portion of the library. The share of hits here may be higher or lower than overall.
# Values run as follows: ERG Ets-DNA blk, Vif-APOBEC3G blk, ALOX12 inh, RGS4 inhibitor, Glioma ERSR ind, D2 agonist, D2 antagonist, Vif-A3F inh, LDHA inh
- Cc1ccc2c(c1)c1c(n2CCc2ccc(C)nc2)CCN(C)C1
  x, 2%, u, -13%, -8%, 0.1, -11, 0%, 0&0
- O=C(OCC(=O)c1cccs1)c1cccc(C(=O)OCC(=O)c2cccs2)n1
  x, 1%, -5%, 6%, 0%, -0.5, 0, -5%, -7
- Cn1c(SCC(=O)c2ccccc2)nnc1-c1ccncc1
  11%, -4%, 11%, -13%, -5%, 0.4, -3, -12%, -3
- COC(=O)c1ccc(N2CCN(C)CC2)c(NC(=O)c2ccc(Br)o2)c1
  3%, -7%, -12%, 12%, -3%, 0.5, 17, 1%, -1
- Cc1nnc(NC(=O)c2cccc(S(=O)(=O)N3CCN(C)CC3)c2)s1
  8%, -1%, -24%, -14%, -2%, -0.2, -2, 6%, -3
- CCN(CC)c1ccc(/C=N/N=C(c2ccccc2)c2ccccc2)c(O)c1
  0%, -2%, -17%, 18%, -6%, 1.6, -34, -16%, 1
- CCn1c2ccccc2c2cc(NC(=O)COC(=O)c3cc(Cl)c(N)cc3OC)ccc21
  6%, -23%, 0%, 4%, -10%, 0.0, -8, -1%, 2
- S=C(Nc1cccc(Cl)c1)Nc1ccc2cn[nH]c2c1
  -3%, -5%, u, -43%, -5%, 0.8, -3, 3%, 0
- CC(C)NC(=O)c1ccccc1NC(=O)C(C)Oc1ccccc1 (stereo not given)
  -4%, 3%, 1%, 17%, -2%, 0.7, 9, 1%, -3
- Cc1cccc(NC(=O)c2ccc(F)c(S(=O)(=O)N3CCC4(CC3)OCCO4)c2)c1
  -16%&-3%, 0%&6%, 0%&-24%, 5%&-4%, -1%&5%, -1.6&0.4, 6, -11%&-8%, 1&-6
- CC(C)(C)c1ccc(O)c(N=Cc2cc(Br)ccc2O)c1
  2%, -2%, -43%, -24%, -1%, 0.3, 9, -3%, 4
- O=C(C=C1SCCS1)/C=C/c1ccco1
  3%, 0%, u, -52%, -11%, x, x, -19%, -1
- Cc1ccc(S(=O)(=O)Nc2ccc3c(c2)nc(CCN2CCOCC2)n3C)cc1
  4%, -14%, -1%, 0%[56.9 µM], -8%, -1.6, 5, 2%, 0
- Cc1cc(C(F)F)n2ncc(C(=O)N3CCC(C(N)=O)CC3)c2n1
  -10%, -5%, -12%, 24%, -3%, 0.0, 5, -6%, -5
- CCCCOc1ccc(CON(C(C)=O)C(C)=O)cc1Cl
  3%, 2%, 6%, -10%[11.4 µM], -2%, -1.7, -4, 2%, 1
- CCOc1cc(/C=N\NC(N)=O)cc(Br)c1OC(C)C
  x, -18%, -18%, 3%, -2%, 0.3, 5, -10%, -1
- c1ccc(-c2cc3c(N4CCOCC4)ncnc3s2)cc1
  -3%, -7%, 0%, 16%, 0%, -0.3, -7, 9%, 2
- CN(C)CCNC(C(=O)Nc1cc(Cl)cc(Cl)c1)c1ccccc1 (stereo not given)
  -4%, 0%, 5%, -4%, -5%, 0.4, 12, -10%, 4
- COc1ccc(CN(CCO)CCO)cc1[N+](=O)[O-]
  2%, -5%, -12%, -5%[11.4 µM], -1%, 1.0, 6, 1%, 2
- O=C(Cc1ccc(Cl)cc1)Nc1cccc(-c2nnc(-c3ccco3)o2)c1
  4%, 1%, -4%, -7%, -3%, x, x, -1%, -10
- CCOc1ccc(CCNC(=O)c2sc3ncccc3c2-n2c(C)ccc2C)cc1
  9%, -1%, -15%, -13%, -3%, 0.9, x, -11%, 3
- Clc1cccc(Cl)c1CSc1cc2c(nn1)-c1ccccc1CC2
  1%, -7%, 0%, 1%, -3%, 0.5, 12, 0%, -8
- O=C(Cn1cc(C(F)(F)F)ccc1=O)N/N=C/c1ccc(Cl)c(Cl)c1
  -3%, -5%, -15%, -2%, -2%, 0.3, -4, -2%, 4
- CCc1nc2ccc(C(=O)N3CCCC(C(N)=O)C3)cn2c1N(CCC(C)C)CCN(C)C (stereo not given)
  x, -1%, 17%, x, -3%, x, x, x, 0
- CCc1noc(C)c1C(=O)N1CC(C)OC(C)C1 (stereo not given)
  -17%, -1%, 436%[activator], -17%, -3%, x, x, -6%, -2
- N#C/C(=C/c1ccc(-c2cccc([N+](=O)[O-])c2)o1)C(=O)Nc1nc(-c2cccs2)cs1
  14%, 1%, 0%, -12%, 0%, x, x, -15%, 11
- CC(C)CCC1(C)NC(=O)N(CC(=O)Nc2ccc3c(c2)OCCO3)C1=O (stereo not given)
  -1%, 0%, -5%, 1%, -3%, x, x, -4%, 0
- O=C(CCC(=O)N(CC(=O)NC1CCCCC1)Cc1cccs1)Nc1nccs1
  -10%, -1%, -10%, -3%, -5%, -0.5, 10, 3%, -3
- CCOC(=O)N1CCC(NC(=O)CSCc2cnn(-c3ccccc3)c2-n2cccc2)CC1
  5%, 0%, 0%, 24%, -2%, -0.5, 1, -10%, -1
- CN(C)C(=O)NC(Nc1ccc(Cl)cc1Cl)C(Cl)(Cl)Cl (stereo not given)
  x, 0%, -22%, -3%, -5%, -1.8, -3, -9%, 3
- CCCCNC(=O)CCCn1c(=O)c2ccccc2n(Cc2ccc(Cl)cc2)c1=O
  6%, -6%, u, -8%, -4%, -1.4, x, -3%, -2
- O=C(O)Cn1c(P(=O)(O)c2ccccc2)nc2ccccc21
  1%, 1%, u, 5%, -6%, 0.8, -8, 0%, -9
- COc1cc(OC)c(NC2=CC(=O)C(=O)c3ccccc32)cc1Cl
  -1%, u, u, -7%, -4%, 0.1, 12, -2%, 13
- COc1ccccc1N1CCN(c2nc(C)cc(=O)[nH]2)CC1
  -7%, -5%, 0%, -18%[56.9 µM], -2%, x, x, -5%, 2
- CC1(C)C(=O)OC(c2c3ccccc3cc3ccccc23)C(C)(C)C1=O (stereo not given)
  2%, -3%, 186%[activator], -2%, -5%, 1.0, -6, -10%, 1
- COc1cc2ccnc(C=O)c2cc1OC
  x, -8%, x, x, -8%, x, x, 1%, 8
- O=S(=O)(NCCCc1ccccc1)c1cccc2nsnc12
  -4%, -6%, 21%, -11%, -3%, x, x, 0%, 1
- COc1cccc(-n2c(=O)[nH]cc(C(=O)Nc3ccc4c(c3)OCCO4)c2=O)c1
  4%, 3%, -14%, -15%, -3%, 0.5, 3, 0%, -1
- CN=c1scc(C)n1/N=C/c1ccc2c(c1)OCO2
  -15%, -2%, 0%, -29%, -10%, -0.6, 20, -10%, 0
- COc1ccc(S(=O)(=O)N2CCC(C(=O)N3CCCCC3)CC2)cc1OC
  4%, -1%, -22%, 6%[11.4 µM], -1%, 0.3, -6, 0%, 0
- O=C(CN1C(=O)C2CC=CCC2C1=O)NCc1cccs1 (stereo not given)
  -16%, 0%, -7%, -36%, 6%, -3.3, -2, 10%, -4
- COCCN1CCN(C(=O)c2cc(COc3ccc(Cl)cc3OC)on2)CC1
  4%, 0%, -3%, -5%, 2%, 1.2, 22, 2%, 1
- COc1ccccc1N1CCN(S(=O)(=O)CCNC(=O)Cc2ccc(F)cc2)CC1
  -3%, -12%, 15%, -4%, -6%, 0.0, 19, 6%, 1
- O=C(CN(C(=O)c1ccccc1)C(=O)c1ccccc1)OCc1ccccc1
  x, -2%, u, -31%, -5%, x, x, 7%, 1
- COc1cc2cc(CCCOC(=O)c3ccc(Br)cc3)oc(=O)c2cc1OC
  -15%, 2%, u, -12%, -6%, 0.1, -4, 6%, 1

# Arranged by molar mass (rising): some entries from above
# Values run as follows: ERG Ets-DNA blk, Vif-APOBEC3G blk, ALOX12 inh, RGS4 inhibitor, Glioma ERSR ind, D2 agonist, D2 antagonist, Vif-A3F inh, LDHA inh
- O=C(CN1C(=O)C2CC=CCC2C1=O)NCc1cccs1 (stereo not given)
  -16%, 0%, -7%, -36%, 6%, -3.3, -2, 10%, -4
- COCCN1CCN(C(=O)c2cc(COc3ccc(Cl)cc3OC)on2)CC1
  4%, 0%, -3%, -5%, 2%, 1.2, 22, 2%, 1
- COc1ccccc1N1CCN(S(=O)(=O)CCNC(=O)Cc2ccc(F)cc2)CC1
  -3%, -12%, 15%, -4%, -6%, 0.0, 19, 6%, 1
- COc1cc2cc(CCCOC(=O)c3ccc(Br)cc3)oc(=O)c2cc1OC
  -15%, 2%, u, -12%, -6%, 0.1, -4, 6%, 1
